D1 agonist: agonists of human D1 dopamine receptor; activation, % at 2 µM; AID 504660; HEK293 T-REx D1 cells, calcium flux, agonist mode; P21728; hit rate 1% among 360,000; in the data active = activation above about 30%; also: 0% is about no effect
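Agonism was scored from calcium flux recorded over 180 s (1 read/s) after pintool compound addition, following a 10-cycle baseline. Cells were inducible force-coupled HEK293 TREx D1, plated overnight at 30 C and loaded with no-wash calcium dye.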
D2 PAM: D2 dopamine receptor (human) potentiation | HEK293 T-REx D2, calcium flux, EC20 dopamine potentiation | potentiation, % at 10 µM | hit rate 0.34% among 340,000 | AID 485347;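 active = potentiation over 3 SD above the plate norm, cut at about 30% in these data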; also: 0% is about no effect
Target sequence (P14416 whole entry, looked up): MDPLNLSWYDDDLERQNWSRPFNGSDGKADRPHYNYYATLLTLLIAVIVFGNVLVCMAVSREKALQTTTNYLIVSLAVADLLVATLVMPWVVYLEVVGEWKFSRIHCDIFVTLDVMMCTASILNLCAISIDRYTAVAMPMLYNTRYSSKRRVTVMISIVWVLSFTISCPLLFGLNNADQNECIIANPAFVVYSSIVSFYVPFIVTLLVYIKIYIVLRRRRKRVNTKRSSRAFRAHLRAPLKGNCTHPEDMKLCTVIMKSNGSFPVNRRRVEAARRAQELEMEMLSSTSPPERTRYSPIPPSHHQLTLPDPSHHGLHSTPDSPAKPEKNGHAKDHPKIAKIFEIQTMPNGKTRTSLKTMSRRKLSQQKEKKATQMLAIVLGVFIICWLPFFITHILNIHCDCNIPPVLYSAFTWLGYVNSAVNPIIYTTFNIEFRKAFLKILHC
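Tetracycline-induced HEK293 T-REx cells force-coupled to calcium signalling expressed D2; compounds were pin-added after a 10 s baseline, read kinetically 180 s, then an EC20 dopamine challenge followed with a further 180 s calcium read.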
D1 PAM: potentiators of human D1 dopamine receptor; P21728; HEK293 TREx D1 cells, calcium flux, dopamine EC20 potentiation; potentiation, % at 10 µM; hit rate 0.036% among 360,000; AID 504651; in the data active = potentiation above about 30%; also: 0% is about no effect
RXFP1 antagonist: blocks the human relaxin receptor RXFP1; Q9HBX9; HEK293-RXFP1, relaxin-stimulated cAMP HTRF, 30 min; stronger effect = lower value; activity change, negative = inhibition, % at 57.5 µM; hit rate 0.59% among 350,000;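 active = activity change of -60% or lower, but not beyond a set lower limit; inconclusive = change between -60% and -40%, or beyond the set limit; inactive = change above -40%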; also: % is scaled to controls: 0 for no effect and ±100 for the full control effect
TRHR PAM: TRH receptor (human) allosteric enhancement; enhancement, % at 2 µM; hit rate 0.66% among 360,000; TRHR cells, fluo-8 calcium fluorescence, EC20 TRH enhancement; P34981; in the data active = enhancement above about 30%; also: 0% is about no effect
Target sequence (P34981 whole entry, looked up): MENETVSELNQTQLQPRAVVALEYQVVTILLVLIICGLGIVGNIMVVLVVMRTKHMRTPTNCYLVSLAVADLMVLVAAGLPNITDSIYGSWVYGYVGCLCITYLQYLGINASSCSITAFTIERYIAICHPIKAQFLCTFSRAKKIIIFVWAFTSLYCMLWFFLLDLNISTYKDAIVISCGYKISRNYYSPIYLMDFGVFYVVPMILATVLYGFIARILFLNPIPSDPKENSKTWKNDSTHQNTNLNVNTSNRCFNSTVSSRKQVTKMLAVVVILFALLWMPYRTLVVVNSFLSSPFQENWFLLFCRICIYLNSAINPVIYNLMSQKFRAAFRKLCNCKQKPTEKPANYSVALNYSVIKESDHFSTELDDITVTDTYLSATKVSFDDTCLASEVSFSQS
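Enhancer read-out: after compound pinning and an initial kinetic agonist-mode read, an EC20 of TRH (10 nM final) was injected and fluo-8 calcium signal (Ex 480/Em 530) followed at 1 s/cycle for 100 cycles in TRHR-expressing cells.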
D1 antagonist: antagonists of human D1 dopamine receptor | hit rate 3.2% among 360,000 | HEK293 TREx D1 cells, calcium flux, dopamine EC80; stronger effect = lower value | activity change, negative = inhibition, % at 10 µM | P21728 | AID 504652; in the data active = activity change below about -30%; also: % is scaled to controls: 0 for no effect and ±100 for the full control effect
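Compound effects on dopamine-evoked calcium signalling were measured in tetracycline-induced HEK293 Trex D1 cells. Dopamine at EC80 followed a 180 s compound pre-read, and fluorescence was tracked kinetically for 180 s more.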
RXFP1 ag: activates the human relaxin receptor RXFP1. HEK293T-RXFP1 cAMP TR-FRET, 30 min; response scale: percent of porcine relaxin response, buffer zero. Q9HBX9. AID 2676. Potency, µM (top dose mostly 57.5 µM), inactives show at the highest dose activation, most hits filed as activators. hit rate 0.3% among 370,000; also: potency is read from the fitted curve at half-maximal effect; % is scaled to controls: 0 for no effect and ±100 for the full control effect; nearly all actives have a fitted effect of over 60% in size; many of its hits are not listed in these tables
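HEK293 cells stably expressing RXFP1, treated 30 min at 37C with compounds plus PDE4 inhibitor Ro 20174; cAMP measured by HTRF TR-FRET. Normalized to buffer and 29 nM porcine relaxin; EC50 by Hill fit.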
TRHR ag: activates the human TRH receptor. P34981. TRHR cells, calcium flux fluo-8, FDSS agonist mode. activation, % at 2 µM. hit rate 0.18% among 360,000. AID 493084; in the data active = activation above about 30%; also: 0% is about no effect
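TRHR-expressing cells, plated overnight in medium with 10% serum, were loaded with fluo-8 calcium dye at room temperature. After a 10 s baseline, library compound was pin-added and calcium release was recorded kinetically (ex 480/em 530) as agonist response.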
Apoferritin bind: binds horse apoferritin like a general anesthetic; P02791; hit rate 0.074% among 350,000; apoferritin/1-aminoanthracene competitive binding, fluorescence; Potency, µM (highest dose often 77.5 µM), for inactives: top-dose activity change, negative = displacement, usual class: inhibitors; also: potency is read from the fitted curve at half-maximal effect; % is scaled to controls: 0 for no effect and ±100 for the full control effect; nearly all actives have a fitted effect of over 20% in size
Target sequence (P02791 2-175 limits assumed): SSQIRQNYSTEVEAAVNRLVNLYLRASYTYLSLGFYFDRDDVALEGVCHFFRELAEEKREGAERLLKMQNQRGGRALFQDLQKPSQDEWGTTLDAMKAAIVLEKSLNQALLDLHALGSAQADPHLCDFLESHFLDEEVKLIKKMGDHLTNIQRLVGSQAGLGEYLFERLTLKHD
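Steps: apoferritin (10 uM) was premixed with half-saturated 1-AMA in PBS, compounds were pin-transferred, plates stood 10 min at room temperature, fluorescence was read at 380/535 nm, and curves were fitted with a Hill equation.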
Starred values were filed as active, the others as inactive; ? = inconclusive; nt = no result given. Unless noted, calls follow the shape of the dose curve; as a rule, active = well fitted curve in the direction sought with a large enough effect; inconclusive = small, poorly fitted or top-dose-only effect, or another doubt; inactive = no such curve, though single readings can be large; an effect the other way counts as inactive or inconclusive. An excerpt, so the mix of outcomes need not match the whole.

SMILES | D1 agonist | D2 PAM | D1 PAM | RXFP1 antagonist | TRHR PAM | D1 antagonist | RXFP1 ag | TRHR ag | Apoferritin bind
CC(C)n1c(NCc2c[nH]c3ccccc23)nc2ccccc21 | 4 | -36 | -8 | -15 | -6 | 13 | 2.8% | -0.2 | 6%
COc1ccc(C)cc1C(=O)CCC(=O)N1CCN(c2ccccc2F)CC1 | -1 | 9 | -1 | 0 | -2 | -20 | -0.7% | -0.7 | nt
Cc1cc(N2C(=O)C3CC=CCC3C2=O)cc(C)c1Br (centres undefined) | 2 | -16 | 2 | -7 | 0 | 13 | 1.9% | -0.5 | ?
Cc1nn2c(C)c(C(=O)NCC(C)c3ccccc3)cnc2c1-c1ccccc1 (centres undefined) | 1 | 4 | 1 | ? | 35* | 3 | -1.0% | 0.0 | -11%
CC(C)CC(CC(C)C)=NNC(=O)c1ccc2c(c1)OCO2 | 1 | 2 | 11 | 11 | -2 | 7 | 1.0% | -0.5 | -10%
O=C(Nc1ccccc1)c1cccc(=O)o1 | 2 | 6 | -3 | -19 | 18 | 22 | 1.6% | 0.2 | -3%
O=C(NC(Nc1nc2ccc([N+](=O)[O-])cc2s1)(C(F)(F)F)C(F)(F)F)c1ccccc1 | 25 | 29 | -4 | -22 | 5 | nt | 2.6% | 13 | ?
Cc1cccc(N2CCN(S(=O)(=O)c3c(C)[nH]c(C)c3C(=O)N3CCCC3)CC2C)c1 (centres undefined) | 1 | 2 | 2 | -11 | -1 | 17 | 3.5% | -0.1 | -7%
O=S(=O)(Cc1ccccc1)N1CCCCCC1 | 2 | 4 | -1 | -1 | 2 | -6 | 1.3% | 0.1 | -8%
C=CCn1c(SCC(=O)Nc2cc3oc4ccccc4c3cc2OC)nnc1-c1cnccn1 | 3 | 4 | 0 | 16 | 3 | 13 | 0.2% | -1.9 | -21%
Cn1c(NCc2ccccc2)nc2c1c(=O)n(Cc1ccc(Br)cc1)c(=O)n2C | 1 | 6 | -5 | 10 | -1 | -5 | -0.1% | 0.8 | -22%
Cc1ccc(NC(=O)CN(C)C(=O)c2cn(Cc3ccccc3)nc2-c2cccnc2)cc1 | 1 | -4 | -1 | 1 | 9 | 26 | -0.1% | 0.6 | nt
c1ccc(C(c2nnnn2Cc2ccco2)N2CCN(C3CCCC3)CC2)cc1 (centres undefined) | 0 | -7 | -5 | 13 | 5 | -1 | 0.3% | 0.9 | -11%
CCOC(=O)c1[nH]c(COC(=O)c2ccccc2NC(=O)c2ccco2)c(C(=O)OCC)c1C | 5 | -7 | -10 | 1 | 1 | -25 | 1.7% | -0.5 | ?
CC(C)NC(=O)c1ccc2c(c1)N(CC(=O)N1CCCC1)C(=O)C(C)(C)O2 | 6 | 14 | -1 | 0 | 0 | 2 | 1.8% | -0.3 | -5%
CCOc1cc(/C=N/n2cnnc2)ccc1OS(=O)(=O)c1ccccc1 | 2 | 6 | 2 | -17 | 1 | -20 | 0.3% | 0.7 | -12%
CC1CCCCN1CCCNC(=O)c1ccc(N2CCCC2=O)cc1 (centres undefined) | 2 | nt | -8 | -6 | -9 | -3 | 1.0% | 0.5 | -7%
COC(=O)c1ccccc1NC(=O)Cn1c(=O)n(-c2ccc(C)cc2)c(=O)c2ccccc21 | 4 | 3 | 0 | -17 | 1 | 8 | 8.7% | -0.2 | -8%
COc1ccc(-n2nc(C(=O)N3CCN(c4ccc(F)cc4)CC3)c3ccccc3c2=O)c(OC)c1 | 6 | -15 | -6 | 0 | 1 | 3 | 1.0% | 0.7 | -22%
CC(C)(C)n1nnnc1C(c1ccccc1F)N1CCN(C(=O)c2ccco2)CC1 (centres undefined) | 6 | 7 | nt | -2 | 12 | -5 | 4.0% | 0.1 | -6%
Cc1[nH]c2ccc(Br)cc2c1CCNC(=O)c1cc2ccccc2oc1=O | 0 | 0 | -3 | nt | 3 | -2 | 1.3% | 1.7 | -2%
CCN(Cc1nc(-c2ccccc2)no1)C(=O)c1ccco1 | 7 | -2 | -3 | 1 | 2 | -2 | 2.1% | 0.2 | 7%
Cc1nnc(NC(=O)c2nc(SC(C)C)ncc2Cl)s1 | 3 | 12 | -2 | nt | -5 | 10 | -0.7% | 0.6 | 0%
Oc1c(Br)cc(Br)cc1C=Nc1ccc2c(c1)OCCO2 | 3 | -17 | -3 | -31 | 2 | 27 | 12% | 2.5 | -2%
CCc1ccc(-c2ccc3nnc(SCC(=O)Nc4cccc(C(C)=O)c4)n3n2)cc1 | -2 | -4 | -3 | 7 | -6 | nt | 0.9% | -0.3 | -4%

Some of the entries so far, tab-delimited.
mol	D1 agonist	D2 PAM	D1 PAM	RXFP1 antagonist	TRHR PAM	D1 antagonist	RXFP1 ag	TRHR ag	Apoferritin bind
COC(=O)c1ccccc1NC(=O)Cn1c(=O)n(-c2ccc(C)cc2)c(=O)c2ccccc21	4	3	0	-17	1	8	8.7%	-0.2	-8%
Cc1cc(N2C(=O)C3CC=CCC3C2=O)cc(C)c1Br (centres undefined)	2	-16	2	-7	0	13	1.9%	-0.5	?
Cc1cccc(N2CCN(S(=O)(=O)c3c(C)[nH]c(C)c3C(=O)N3CCCC3)CC2C)c1 (centres undefined)	1	2	2	-11	-1	17	3.5%	-0.1	-7%
COc1ccc(-n2nc(C(=O)N3CCN(c4ccc(F)cc4)CC3)c3ccccc3c2=O)c(OC)c1	6	-15	-6	0	1	3	1.0%	0.7	-22%

Next structures:
SMILES | D1 agonist | D2 PAM | D1 PAM | RXFP1 antagonist | TRHR PAM | D1 antagonist | RXFP1 ag | TRHR ag | Apoferritin bind
CCC(NC(=O)c1ccccc1NC(=O)c1ccco1)C(=O)NNC(=O)c1ccc(OC)cc1 (centres undefined) | -1 | nt | 5 | -33 | 0 | -12 | 1.2% | 0.8 | -17%
Cc1c(NC(=S)Nc2ccc(Cl)cc2)c(=O)n(-c2ccccc2)n1C | 0 | -11 | -2 | 0 | 3 | 2 | 0.6% | 0.1 | -8%
Cc1ccc(C2NC(=S)NC3=C2C(=O)CC(C)(C)C3)cc1 (centres undefined) | 2 | 1 | -1 | -1 | -5 | 0 | 1.4% | 0.1 | 4%
O=C(CN1CCCC1)Nc1ccc(OCc2ccccc2)cc1 | 14 | 8 | -5 | -9 | -2 | -7 | -0.2% | 5.4 | ?
Cc1ccc(S(=O)Cc2ccc(C(=O)N3CCN(C4CCCCC4)CC3)o2)cc1 (centres undefined) | 1 | -5 | -1 | -3 | -6 | -4 | 1.8% | -0.4 | -4%
O=C(O)CC(c1cccc2ccccc12)n1cccc1 (centres undefined) | 2 | 18 | -3 | 6 | -5 | 13 | 1.7% | 0.3 | -9%
CC(=O)c1cccc(NC(=O)N2CCC(c3nnc(SCC(N)=O)n3C)CC2)c1 | 3 | 10 | -11 | 7 | -4 | 19 | 2.3% | 0.0 | -2%
Cc1cc(C(=O)OCC(=O)N2CCc3ccccc32)ccc1[N+](=O)[O-] | 2 | nt | -9 | -3 | -1 | 17 | 0.6% | 0.2 | nt
COC(=O)c1cc2ccsc2n1CC(=O)Nc1cc(C)cc(C)c1 | 5 | nt | -5 | -2 | -2 | 2 | 5.3% | 2.2 | -6%
COc1ccc(CCC(=O)OCC(=O)c2cccc(OC)c2)cc1 | 9 | 2 | 2 | -2 | 1 | 6 | 0.0% | -0.6 | ?
Cc1ccc(C)c(N2CCN(S(=O)(=O)c3ccc4c(c3)n(C)c(=O)c(=O)n4C)CC2)c1 | 1 | 6 | -1 | 16 | 4 | -12 | 4.9% | 0.5 | ?
COc1ccc(OC)c(S(=O)(=O)N(C)CC(=O)Nc2ccccc2OC)c1 | 2 | 5 | -9 | -18 | 4 | -82* | 1.4% | -0.1 | 4%
CN1CCN(C(=S)Nc2ccccc2Cl)CC1 | 2 | -1 | -4 | -4 | 4 | 4 | 1.8% | 0.1 | -6%
Cc1ccc(S(=O)(=O)N(CC(=O)N2CCC(C)CC2)Cc2ccccc2F)cc1 | 3 | 8 | -9 | 9 | -8 | -3 | 0.2% | -0.3 | -7%
O=C(O)COc1ccc(C(NC(=O)c2c(F)cccc2F)NC(=O)c2c(F)cccc2F)cc1 | -1 | 10 | 11 | 14 | 9 | 2 | -1.5% | -0.4 | 16%
O=C1C(=O)N(C2CCN(C(=O)c3ccccc3F)CC2)CCN1Cc1ccc(F)cc1 | 3 | 6 | -3 | -2 | -1 | -11 | -1.5% | 0.0 | 4%
CCSc1nnc(Cc2cc(=O)[nH]c(=O)[nH]2)n1-c1cc(C)ccc1C | 2 | nt | 1 | -3 | 0 | 4 | -2.5% | -1.0 | -2%
CCc1c(C(=O)NCc2ccccc2Cl)[nH]c(C)c1C(C)=O | 9 | nt | -15 | -3 | -1 | -17 | 2.1% | 0.3 | ?
O=C(NCc1ccccc1)c1nc[nH]c1C(=O)NCc1ccccc1 | 5 | 2 | 1 | 11 | 33* | 4 | 1.8% | -0.3 | -16%
Cn1c(=O)n(C)c2cc(S(=O)(=O)N3CCCCC3)ccc21 | 3 | 11 | -3 | -1 | 11 | 1 | 1.7% | 0.2 | -1%
Cc1nn(-c2ncc(C(F)(F)F)cc2Cl)c(=O)n1-c1cccc(Cl)c1 | 2 | nt | -3 | 0 | 3 | -3 | -0.5% | -0.3 | -15%
S=C(NCCN(C1CCCCC1)C1CCCC1)Nc1cccc(Cl)c1 | 31* | -23 | -4 | -17 | 2 | 11 | 0.0% | 2.9 | -12%
CN(CC(=O)Nc1ccc(F)cc1)C(=O)COC(=O)c1cccc(N(C)C)c1 | 0 | -9 | -4 | 10 | -7 | -7 | 2.6% | -0.4 | nt
Fc1ccc(-c2cnc(-c3cccs3)o2)cc1 | 2 | 12 | -9 | 9 | -5 | -27 | 5.7% | -0.6 | -16%
Cc1ccc(S(=O)(=O)NC(C)(C)CSc2ncccn2)cc1 | 2 | 14 | 1 | 3 | 3 | -4 | -0.8% | -1.5 | -4%
O=C1c2ccccc2NC(c2ccco2)N1O (centres undefined) | 1 | 11 | 6 | -8 | 10 | 14 | 0.8% | 0.2 | -9%
CSCCC(NC(=O)c1ccccc1Cl)C(=O)NC1CCN(Cc2ccccc2)CC1 (centres undefined) | 2 | -25 | 1 | -7 | 0 | -9 | -1.6% | -0.4 | 0%
Cc1ccc2nc(C)cc(SCC(=O)N/N=C/c3ccco3)c2c1 | 3 | -8 | -7 | 8 | 0 | -10 | 0.0% | 0.1 | -22%
Cc1ccc2c(CC(=O)OCc3nc(N)nc(Nc4ccccc4C)n3)coc2c1 | 3 | -1 | -1 | -10 | 5 | -11 | 3.8% | -1.3 | ?
O=Cc1ccccc1OCCN1CCCC1=O | 2 | nt | -1 | 11 | 10 | 0 | -2.5% | -0.7 | 2%

Compound activity deposited in PubChem by National Center for Advancing Translational Sciences (NCATS).
